PfHsp40 rescue: rescue of yeast from PfHsp40 toxicity, primary screen, S. cerevisiae, ATP luminescence. 340,000 tested, 0.68% active. AID 504582, 2011. growth rescue, % at 12.5 µM. S. cerevisiae expressing PfHsp40, growth rescue; in the data active means growth rescue above about 28%, passing the limit was not always enough; inconclusive means no clear call, values can overlap the other calls;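 further: yeast W303a lacking pdr1 and pdr3 grown in galactose medium; growth measured after three days at 30 °C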
FadD28 binding: inhibitors of FadD28 bisubstrate probe binding, primary screen, biochemical, fluorescence polarization, single point; Mycobacterium tuberculosis FadD28 fatty-acid-AMP ligase; inhibition, % at 12.5 µM; AID 588549, 2011; 360,000 tested, 0.22% active; in the data active means inhibition above about 8.5%, passing the limit was not always enough; inconclusive means no clear call, values can overlap the other calls
Mtb BioA inh: M. tuberculosis BioA enzyme inhibitors, primary screen, biochemical, plate reader, single point, HTS; 7,8-diaminopelargonic acid synthase BioA (Mycobacterium tuberculosis); purified M. tuberculosis BioA enzyme; inhibition, % at 9.99 µM; 360,000 tested, 0.096% active; AID 602481, 2012; in the data active means inhibition above about 40%; inconclusive means no clear call, values can overlap the other calls
Anthrax LF prot: Bacillus anthracis LF protease inhibitors, primary screen, biochemical, multiplex microsphere, MLPCN library; Lethal factor (Bacillus anthracis), P15917; multiplex microsphere protease cleavage assay; inhibition, % at 10 µM; 360,000 tested, 0.12% active; AID 588501, 2011; further: plate controls were buffer without enzyme for full effect and enzyme alone for no effect
Target sequence (P15917 whole entry, looked up): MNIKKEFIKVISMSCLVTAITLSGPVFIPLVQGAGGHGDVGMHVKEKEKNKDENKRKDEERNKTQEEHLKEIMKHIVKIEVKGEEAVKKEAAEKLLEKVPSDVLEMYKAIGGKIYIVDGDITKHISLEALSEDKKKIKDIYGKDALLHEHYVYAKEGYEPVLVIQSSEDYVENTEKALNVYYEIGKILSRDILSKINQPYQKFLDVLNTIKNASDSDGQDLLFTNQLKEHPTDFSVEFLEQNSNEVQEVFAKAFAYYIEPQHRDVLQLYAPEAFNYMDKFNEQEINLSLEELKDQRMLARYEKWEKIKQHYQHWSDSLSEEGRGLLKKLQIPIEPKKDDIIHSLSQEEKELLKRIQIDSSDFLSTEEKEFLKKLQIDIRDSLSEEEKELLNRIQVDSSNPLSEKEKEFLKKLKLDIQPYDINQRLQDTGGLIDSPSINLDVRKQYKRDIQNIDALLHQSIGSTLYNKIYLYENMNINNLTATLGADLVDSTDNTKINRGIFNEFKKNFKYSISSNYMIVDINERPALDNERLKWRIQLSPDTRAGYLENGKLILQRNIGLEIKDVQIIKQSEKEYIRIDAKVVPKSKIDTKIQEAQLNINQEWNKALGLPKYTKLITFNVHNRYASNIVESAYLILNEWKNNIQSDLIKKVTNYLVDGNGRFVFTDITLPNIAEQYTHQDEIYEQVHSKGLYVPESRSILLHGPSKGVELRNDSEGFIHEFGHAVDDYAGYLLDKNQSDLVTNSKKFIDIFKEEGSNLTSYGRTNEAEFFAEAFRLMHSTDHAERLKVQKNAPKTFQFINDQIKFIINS
BoNT-F LC inh: BoNT/F light chain protease inhibitors, primary screen, biochemical, flow cytometry, MLPCN library; Botulinum neurotoxin type F light chain protease (Clostridium botulinum); Multiplex microsphere protease cleavage assay; inhibition, % at 10 µM; 360,000 tested, 0.22% active; AID 588497, 2011; in the data active means inhibition above about 35%, passing the limit was not always enough; inconclusive means no clear call, values can overlap the other calls; further: plate controls were buffer without enzyme for full effect and enzyme alone for no effect
BoNT A protease: BoNT/A light chain protease inhibitors, primary screen, biochemical, flow cytometry, MLPCN library. Botulinum neurotoxin type A light chain protease (Clostridium botulinum A str. ATCC 3502). multiplex microsphere protease substrate cleavage. inhibition, % at 10 µM. 360,000 tested, 0.17% active. AID 588499, 2011; further: plate controls were buffer without enzyme for full effect and enzyme alone for no effect
Mtb UGM inh: M. tuberculosis UGM enzyme inhibitors, primary screen, biochemical, fluorescence polarization, single point; UDP-galactopyranose mutase (Mycobacterium tuberculosis (strain ATCC 25618 / H37Rv)), …; purified UGM, fluorescence polarization probe displacement; inhibition, % at 10 µM; 320,000 tested, 0.06% active; AID 504406, 2011; in the data active means inhibition above about 10%, passing the limit was not always enough; inconclusive means no clear call, values can overlap the other calls
GDH-TPI inh: GDH-TPI coupling enzyme inhibitors, primary screen, artefact control for M. tuberculosis FBA inhibitor project, biochemical, absorbance, full deck; GDH-TPI coupled enzyme counterscreen, NADH absorbance; inhibition, % at 4.8 µM; 360,000 tested, 1.2% active; AID 588335, 2011; in the data active means inhibition above about 30%;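 further: 0% = DMSO wells and 100% = wells lacking the enzyme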
Mtb FBA inh: Mtb FBA enzyme inhibitors, primary screen, biochemical, fluorescence, strain H37Rv. Fructose-bisphosphate aldolase (Mycobacterium tuberculosis (strain ATCC 25618 / H37Rv)), …. purified M. tuberculosis FBA, fluorescence read-out. inhibition, % at 1 µM. 360,000 tested, 2.3% active. AID 588726, 2011; in the data active means inhibition above about 27%;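 further: 0% = vehicle and 100% = reference inhibitor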
* hit, by the source's call. Unless noted, no stated cut-off is given here; in the data, active means inhibition above about 30%; inconclusive means no clear call, values can overlap the other calls; inactive means below that.

Screening Clc1ccc(-c2nsc(N3CCOCC3)n2)c(Cl)c1 returned PfHsp40 rescue 0.0, FadD28 binding -4.4, Mtb BioA inh -1.3, Anthrax LF prot 2.6, BoNT-F LC inh 1.0, BoNT A protease 0.7, Mtb UGM inh -3.8, GDH-TPI inh 2.7 and Mtb FBA inh -0.6.
O=C(Nc1cnccn1)c1cccnc1 was read as PfHsp40 rescue 0.2, FadD28 binding -5.3, Mtb BioA inh 5.7, Anthrax LF prot 0.1, BoNT-F LC inh -3.5, BoNT A protease -0.2, Mtb UGM inh -2.1, GDH-TPI inh -10.2 and Mtb FBA inh 3.9.
Screening CC12CCC(C(=O)N3CCCc4ccccc43)(CC1=O)C2(C)C (configuration not stated) returned PfHsp40 rescue 0.6, FadD28 binding -4.2, Anthrax LF prot 7.6, BoNT-F LC inh -0.3, BoNT A protease -0.9, Mtb UGM inh -1.0, GDH-TPI inh -13.8 and Mtb FBA inh -2.2.
`O=C1/C(=C/c2ccco2)CCC1C1CCCC1` (configuration not stated) gave PfHsp40 rescue 1.3, FadD28 binding -0.4, Mtb UGM inh 1.1, GDH-TPI inh 29.7 and Mtb FBA inh 3.3.
Cc1ccccc1C(=O)NC(=S)N(C)CCc1ccccn1 was read as PfHsp40 rescue -2.1, FadD28 binding -4.0, Anthrax LF prot -1.7, BoNT-F LC inh -0.1, BoNT A protease -0.1, Mtb UGM inh -0.1, GDH-TPI inh -3.8 and Mtb FBA inh -1.1.
For CC1CC(C)CN(CCOc2ccc(Cl)cc2Cl)C1 (configuration not stated) the results were PfHsp40 rescue 1.6, FadD28 binding -0.5, Mtb BioA inh 0.7, Anthrax LF prot -1.3, BoNT-F LC inh 19.1, BoNT A protease 1.7, Mtb UGM inh 0.9, GDH-TPI inh 3.5 and Mtb FBA inh -2.3.
Screening COc1cc2c(cc1NC(C)=O)CCCC2 returned PfHsp40 rescue -1.0, FadD28 binding 1.1, Mtb BioA inh -1.5, Anthrax LF prot -3.4, BoNT-F LC inh -11.4, BoNT A protease 0.6, Mtb UGM inh -1.7, GDH-TPI inh 11.1 and Mtb FBA inh 1.4.
`C=CCSc1cc(C)nc2c(-c3ccccc3)cnn12` gave PfHsp40 rescue -0.7, FadD28 binding -0.7, Anthrax LF prot -4.9, BoNT-F LC inh -12.8, BoNT A protease -0.4, Mtb UGM inh 0.2, GDH-TPI inh -1.1 and Mtb FBA inh 0.5.
For CCOC(=O)N1CCN(C(=O)c2ccc3c(Cl)c4c(nc3c2)CCCC4)CC1 the results were PfHsp40 rescue 0.1, FadD28 binding -0.1, Mtb BioA inh 0.3, Anthrax LF prot 2.4, BoNT-F LC inh 2.2, BoNT A protease 1.4, Mtb UGM inh 1.9, GDH-TPI inh -6.7 and Mtb FBA inh -0.7.
CSc1nc(N)nc2c1ncn2CC(=O)NCc1ccc2c(c1)OCO2 was read as PfHsp40 rescue -2.5, FadD28 binding -0.9, Mtb BioA inh -1.3, Anthrax LF prot 4.9, BoNT-F LC inh -8.0, BoNT A protease -0.7, Mtb UGM inh -0.8, GDH-TPI inh 8.2 and Mtb FBA inh 2.1.
`CN(C)c1ccc(/C=C/C(=O)c2ccccc2)cc1[N+](=O)[O-]` gave PfHsp40 rescue -0.5, FadD28 binding -0.8, Mtb BioA inh 0.1, Anthrax LF prot -0.5, BoNT-F LC inh -1.9, BoNT A protease 0.3, Mtb UGM inh 3.4, GDH-TPI inh 13.6 and Mtb FBA inh -0.9.
For O=C(Cc1cccs1)NCCc1ccc(F)cc1 the results were PfHsp40 rescue -2.1, FadD28 binding -0.3, Mtb BioA inh -1.4, Anthrax LF prot 3.7, BoNT-F LC inh 8.3, BoNT A protease 2.8, Mtb UGM inh -0.4, GDH-TPI inh 3.1 and Mtb FBA inh 2.1.
`Cc1ccc(C(NC(=O)N2CCCCC2)=C(Cl)Cl)cc1F` gave PfHsp40 rescue -1.0, FadD28 binding -1.9, Anthrax LF prot 0.3, BoNT-F LC inh -2.7, BoNT A protease 0.5, Mtb UGM inh -1.3, GDH-TPI inh 11.1 and Mtb FBA inh -1.3.
Cc1nc2ccccc2c(=O)n1Cc1ccco1 was read as FadD28 binding -0.9, Mtb BioA inh -0.2, Anthrax LF prot -12.2, BoNT-F LC inh inconclusive, BoNT A protease -7.1, Mtb UGM inh -0.6, GDH-TPI inh 4.7 and Mtb FBA inh 3.7.
`CCOC(=O)c1cnc2c(ccc3ccccc32)c1NCCO` gave PfHsp40 rescue 3.1, FadD28 binding -4.0, Mtb BioA inh -0.7, Anthrax LF prot 1.7, BoNT-F LC inh 1.0, BoNT A protease 1.3, Mtb UGM inh 2.1, GDH-TPI inh 3.1 and Mtb FBA inh 21.7.
`CN(Cc1nc2ccccc2c(=O)[nH]1)CC(O)COCc1ccco1` (configuration not stated) gave PfHsp40 rescue -1.0, FadD28 binding -1.3, Mtb BioA inh -13.2, Anthrax LF prot -1.6, BoNT-F LC inh -3.1, BoNT A protease -0.2, Mtb UGM inh 1.2, GDH-TPI inh 6.6 and Mtb FBA inh 1.8.
`O=C(CCNS(=O)(=O)c1cccc(C(F)(F)F)c1)NC1CC1` gave PfHsp40 rescue -0.9, FadD28 binding -2.9, Mtb BioA inh -0.3, Mtb UGM inh -1.0, GDH-TPI inh 3.2 and Mtb FBA inh 0.8.
`COc1ccc(Nc2nc3cc(-c4sccc4C)sc3c(=O)n2C)cc1OC` gave FadD28 binding -3.1, Mtb BioA inh 1.8, Anthrax LF prot 0.2, BoNT-F LC inh -6.2, BoNT A protease 1.0, GDH-TPI inh 20.9 and Mtb FBA inh -1.0.
`CC(=O)NC1C(=O)N=C(SCC(=O)Nc2cccc(Cl)c2)NC1=O` (configuration not stated) gave PfHsp40 rescue 0.4, FadD28 binding -0.4, Mtb BioA inh -2.6, Anthrax LF prot 0.1, BoNT-F LC inh 0.1, BoNT A protease 0.5, Mtb UGM inh 1.7, GDH-TPI inh 21.9 and Mtb FBA inh 0.9.
For Cc1cccc(C)c1N1CCN(c2cc(Cl)nc(N)n2)CC1 the results were PfHsp40 rescue -0.4, FadD28 binding -1.7, Mtb BioA inh 0.0, Anthrax LF prot -8.6, BoNT-F LC inh 10.5, BoNT A protease 0.0, Mtb UGM inh 1.0, GDH-TPI inh 19.0 and Mtb FBA inh 6.3.

Quoted from above, two compounds:
Screening Clc1ccc(-c2nsc(N3CCOCC3)n2)c(Cl)c1 returned PfHsp40 rescue 0.0, FadD28 binding -4.4, Mtb BioA inh -1.3, Anthrax LF prot 2.6, BoNT-F LC inh 1.0, BoNT A protease 0.7, Mtb UGM inh -3.8, GDH-TPI inh 2.7 and Mtb FBA inh -0.6.
O=C(Nc1cnccn1)c1cccnc1 was read as PfHsp40 rescue 0.2, FadD28 binding -5.3, Mtb BioA inh 5.7, Anthrax LF prot 0.1, BoNT-F LC inh -3.5, BoNT A protease -0.2, Mtb UGM inh -2.1, GDH-TPI inh -10.2 and Mtb FBA inh 3.9.

Remaining list, next part.
For CCOC(=O)c1c(NC(C)=O)sc2c1CCCNC2=O the results were PfHsp40 rescue -1.4, FadD28 binding -2.6, Mtb BioA inh -0.3, Anthrax LF prot -5.6, BoNT-F LC inh -19.6, BoNT A protease 0.9, Mtb UGM inh -1.7, GDH-TPI inh 12.7 and Mtb FBA inh -0.4.
`COc1ccc(-n2c(-c3ccccc3F)nc3ccccc3c2=O)cc1` gave FadD28 binding -3.4, Mtb BioA inh 0.2, Anthrax LF prot -2.7, BoNT-F LC inh -1.4, BoNT A protease -0.8, GDH-TPI inh -1.3 and Mtb FBA inh -2.2.
For CC1CCCCN1C(=O)COC(=O)c1n[nH]c2ccccc12 (configuration not stated) the results were PfHsp40 rescue 0.3, FadD28 binding -1.3, Mtb BioA inh 0.1, Anthrax LF prot 1.0, BoNT-F LC inh 0.8, BoNT A protease -0.5, Mtb UGM inh 0.0, GDH-TPI inh 3.8 and Mtb FBA inh 15.7.
For CN(C)C(=O)CC12CC3CC(C1)CC(CC(=O)N(C)C)(C3)C2 the results were PfHsp40 rescue -1.2, FadD28 binding 1.7, Anthrax LF prot 0.3, BoNT-F LC inh 2.7, BoNT A protease -0.2, Mtb UGM inh 2.4, GDH-TPI inh -7.6 and Mtb FBA inh 1.2.
For O=C(N/C(=C/c1cccc([N+](=O)[O-])c1)C(=O)N1CCOCC1)c1ccc(Br)cc1 the results were PfHsp40 rescue -1.1, FadD28 binding -3.5, Mtb BioA inh 0.6, Anthrax LF prot 1.6, BoNT-F LC inh -11.3, BoNT A protease 0.6, Mtb UGM inh -0.2, GDH-TPI inh 11.4 and Mtb FBA inh -1.0.
NS(=O)(=O)c1ccc(NC(=S)NC(=O)/C=C/c2ccco2)cc1 was read as PfHsp40 rescue 1.2, FadD28 binding 0.8, Anthrax LF prot 0.1, BoNT-F LC inh 3.0, BoNT A protease 1.2, Mtb UGM inh 0.0, GDH-TPI inh 19.6 and Mtb FBA inh 1.0.
Screening CCCCC(=O)Nc1nc(C)c(-c2csc(Nc3ccc(Cl)cc3)n2)s1 returned PfHsp40 rescue -0.5, FadD28 binding -4.0, Mtb BioA inh -0.6, Anthrax LF prot -8.6, BoNT-F LC inh -1.5, BoNT A protease 0.3, Mtb UGM inh -0.1, GDH-TPI inh 11.2 and Mtb FBA inh -0.8.
O=C(Oc1ccc(=O)n(-c2ccccc2)n1)c1ccc(F)cc1 was read as PfHsp40 rescue 0.4, FadD28 binding -0.2, Mtb BioA inh -0.2, Anthrax LF prot -1.0, BoNT-F LC inh -3.1, BoNT A protease 1.4, Mtb UGM inh -1.9, GDH-TPI inh 1.6 and Mtb FBA inh -0.2.
Cn1c(CNC(=O)c2ccccc2F)nnc1SCc1ccc(F)cc1 was read as PfHsp40 rescue -1.3, FadD28 binding 0.5, Anthrax LF prot -2.4, BoNT-F LC inh -1.1, BoNT A protease 0.8, Mtb UGM inh 0.7, GDH-TPI inh 5.5 and Mtb FBA inh -1.7.
CC(C)C(NC(=O)c1ccccc1)C(=O)NC1CCCc2ccccc21 (configuration not stated) was read as PfHsp40 rescue -0.6, FadD28 binding -3.4, Mtb BioA inh 8.5, Anthrax LF prot -3.5, BoNT-F LC inh 0.3, BoNT A protease -0.3, Mtb UGM inh -1.0, GDH-TPI inh -10.0 and Mtb FBA inh 0.4.
`O=C(COC(=O)c1cc(S(=O)(=O)N2CCOCC2)ccc1Cl)NC1CC1` gave PfHsp40 rescue 0.3, FadD28 binding -2.3, Mtb BioA inh -1.2, Anthrax LF prot -5.0, BoNT-F LC inh -3.8, BoNT A protease 0.1, Mtb UGM inh 1.0, GDH-TPI inh 8.2 and Mtb FBA inh -2.4.
For CC(=O)OCCC(C)C the results were PfHsp40 rescue -1.1, FadD28 binding -2.4, Mtb BioA inh -0.8, Anthrax LF prot -0.1, BoNT-F LC inh 2.2, BoNT A protease -0.7, GDH-TPI inh 2.0 and Mtb FBA inh -2.2.
CCN(C(=O)CN1C(=O)/C(=C/c2ccccc2)SC1=S)C1CCS(=O)(=O)C1 (configuration not stated) was read as PfHsp40 rescue 0.8, FadD28 binding -2.0, Mtb BioA inh -4.3, Anthrax LF prot 2.2, BoNT-F LC inh 1.9, BoNT A protease 0.6, Mtb UGM inh 1.0, GDH-TPI inh -0.4 and Mtb FBA inh -2.1.

Assay outcomes deposited in PubChem BioAssay by several laboratories.
